aDG glyco act – activators of alpha-DG glycosylation, primary screen, uHTS, Pro5-aDG cells, AlphaScreen; actives 0.22% (n = 360,000); activation, % at 10 µM; AID 624168, 2012; alpha-DG glycosylation AlphaScreen (IIH6); 0% Pro5, 100% B10-LARGE cell signal;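 active = activation of at least 8% versus controls, or a plate z-score of at least 8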;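 also: Pro5 are CHO cells carrying HIG-tagged alpha-DG that lacks glycosylation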
NOD2 RIPK2 PPI – NOD2-RIPK2 binding disruptors in cells, primary screen, fluorescence, CHO cells, BLA complementation | actives 0.38% (n = 360,000) | inhibition, % at 4.98 µM | CCF4 ratio | AID 624267, 2012 | Receptor-interacting serine/threonine-protein kinase 2 (Homo sapiens), O43353; in the data active = inhibition above about 21%;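 also: 0% = vehicle only and 100% = reference blocker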
N-glyco inh – increase of ERlucT glycosylation luciferase signal, primary screen, N-linked glycosylation inhibitor project, D54 ERlucT cells, luminescence, set 2; D54 ERlucT glycosylation luciferase reporter, 24 h; percent of 100 nM tunicamycin response; AID 588692, 2011; actives 0.23% (n = 360,000); reporter increase, % at 12.5 µM;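 active = mean luciferase reporter signal, scaled so untreated is 0 and the glycosylation-blocking control 100, at or above a set limit in every replicate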;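 also: luciferase carries N-glycosylation sites so blocking glycosylation raises the light; 0% = median of neutral control wells and 100% = median of 100 nM tunicamycin wells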
Exocytosis inh – LAMP-1 surface exposure blockers, TALL-104 cells – cell-based, flow cytometry, MLPCN library, primary screen. TALL-104 LAMP-1 surface exposure; cells stimulated with thapsigargin and PMA. inhibition, % at 10 µM. actives 0.66% (n = 360,000). AID 651702, 2012;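 active = inhibition above about 55%, limit read from the data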
ABHD5 PLIN5 PPI – ABHD5-PLIN5 interaction inhibitors, primary screen, cell lysate, split luciferase complementation, luminescence; Perilipin-5 (Homo sapiens) + 1-acylglycerol-3-phosphate O-acyltransferase ABHD5 (Homo …; Split G. princeps luciferase complementation, 4 h; inhibition, % at 4 µM; actives 0.78% (n = 360,000); AID 602281, 2012;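 active = inhibition above the mean inhibition across every tested compound plus 3 SD, cut at about 22% in these data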;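 also: 0% = DMSO only wells and the 100% control is not disclosed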
ABCB6 inh MLPCN – ABCB6 transporter inhibitors, primary screen, K562-ABCB6 cells, flow cytometry, MLPCN library | ATP-binding cassette sub-family B member 6 (Homo sapiens), Q9NP58 | actives 0.19% (n = 360,000) | fluorescence ratio to DMSO, % at 10 µM | K562-ABCB6 porphyrin accumulation, 1 h; stronger effect = lower value;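 active = fluorescence ratio to DMSO below 75%, the collection mean minus 3 SD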;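 also: signal is porphyrin accumulated inside mitochondria; 100% equals median channel fluorescence of DMSO control wells; lower ratio means ABCB6 inhibition with less porphyrin fluorescence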
MC4R antag cAMP – MC4R antagonists of cAMP signaling, primary screen, cell-based, TR-FRET, antagonist arm of biased-ligand search; MC4R-expressing cells, MTII-stimulated cAMP, LANCE TR-FRET; actives 0.48% (n = 360,000); inhibition, % at 6.5 µM;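 active = inhibition above its plate's cutoff, the mean of tested wells on that plate plus 3 SD, cut at about 29% in these data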;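 also: 0% = Melanotan II alone and 100% = Melanotan II plus saturating MCL0020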
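Test system: U2OS cells stably expressing human melanocortin 4 receptor (MC4R); also added: Melanotan II challenge; compound: 6.5 µM single dose; timing: 30-min compound preincubation, 1-h Melanotan II challenge, 1-h detection, room temperature; signal: Eu-cAMP/anti-cAMP TR-FRET, emission 671 nm; repeats: one well per compound, no replicates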
Vif imaging – HIV Vif self-association inhibitors, primary screen, imaging, HEK293T, single point; HEK293T cells, Vif self-association by quenched fluorescence, 24 h; inhibition, % at 7.49 µM; actives 0.35% (n = 340,000); in the data active = inhibition above about 50%, passing the limit was not always enough; also: some results filed as inactive read as strong as hits
MC4R barr agon – MC4R agonists recruiting beta-arrestin, primary screen, cell-based, luminescence, agonist arm of biased-ligand search; Melanocortin receptor 4 (Homo sapiens), P32245; U2OS MC4R beta-arrestin complementation; percent of melanotan II response, DMSO zero; activation, % at 8.9 µM; actives 0.98% (n = 360,000); AID 540308, 2011;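 active = activation above a per-plate cutoff, the mean activation of sample wells on that plate plus 3 SD, cut at about 8% in these data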
TLR9-MyD88 block – inhibitors of TLR9-MyD88 association in cells, primary screen, cell-based, CHO, BLA complementation, fluorescence; CCF4 FRET ratio; inhibition, % at 4.98 µM; actives 0.21% (n = 340,000); Toll-like receptor 9 (Homo sapiens) + Myeloid differentiation primary response protein …;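 active = inhibition above the mean over all tested compounds plus 3 SD, cut at about 21% in these data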;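 also: 0% = DMSO only wells and 100% = clavulanate BLA inhibitor control wells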
* = called active by the depositor. An excerpt (hit frequency here may not be typical).

CC(O)(c1cccc(F)c1)c1nc(-c2csc3ccccc23)cs1 (configuration not stated) was read as aDG glyco act 0.3, NOD2 RIPK2 PPI 2.1, N-glyco inh 1.0, Exocytosis inh -7.8, ABHD5 PLIN5 PPI -8.9, ABCB6 inh MLPCN 89.0, MC4R antag cAMP -3.5, Vif imaging 2.8 and MC4R barr agon -3.7.
For CCOc1cc(NC(=S)Nc2ccccc2)c(OCC)cc1NC(=O)c1ccc(OC)cc1 the results were aDG glyco act 0.0, NOD2 RIPK2 PPI 5.0, N-glyco inh -3.9, Exocytosis inh -1.7, ABHD5 PLIN5 PPI -25.9, ABCB6 inh MLPCN 101.0, MC4R antag cAMP -5.3, Vif imaging -1.8, MC4R barr agon -1.1 and TLR9-MyD88 block 2.8.
Screening COc1ccc(NC(=O)CCC(=O)N2CCOCC2)c([N+](=O)[O-])c1 returned aDG glyco act 0.1, NOD2 RIPK2 PPI -5.9, N-glyco inh 0.6, Exocytosis inh -0.6, ABHD5 PLIN5 PPI 1.5, ABCB6 inh MLPCN 86.0, MC4R antag cAMP -5.2, Vif imaging 1.7, MC4R barr agon -0.6 and TLR9-MyD88 block 0.0.
For CC1/C(=N/O)CC(c2ccccc2)N(C)C1c1ccccc1 (configuration not stated) the results were aDG glyco act 0.0, NOD2 RIPK2 PPI -11.8, N-glyco inh -0.6, Exocytosis inh 1.7, ABHD5 PLIN5 PPI -1.4, ABCB6 inh MLPCN 99.0, MC4R antag cAMP 12.3, Vif imaging -2.7, MC4R barr agon 3.2 and TLR9-MyD88 block 2.1.
Screening O=C(c1nc2ccccc2s1)N1CCSCC1 returned aDG glyco act 0.2, NOD2 RIPK2 PPI -4.1, N-glyco inh -0.8, Exocytosis inh 3.2, ABHD5 PLIN5 PPI 0.9, ABCB6 inh MLPCN 91.0, MC4R antag cAMP 9.1, Vif imaging -3.5, MC4R barr agon -1.1 and TLR9-MyD88 block 3.9.
`COC(=O)C1=CN(C(C)C)C=C(C(=O)OC)C1c1cccc(OC)c1` gave aDG glyco act 0.2, NOD2 RIPK2 PPI -3.6, N-glyco inh 0.7, Exocytosis inh 2.7, ABHD5 PLIN5 PPI -0.7, ABCB6 inh MLPCN 96.0, MC4R antag cAMP 2.3, Vif imaging 0.5, MC4R barr agon -1.6 and TLR9-MyD88 block -13.3.
For CCOC(=O)c1sc(NC(=O)CSc2nnc(Cc3ccccc3)o2)c(C#N)c1C the results were aDG glyco act 1.7, NOD2 RIPK2 PPI -15.7, N-glyco inh 0.8, Exocytosis inh 2.5, ABHD5 PLIN5 PPI -7.8, ABCB6 inh MLPCN 93.0, MC4R antag cAMP 3.1, Vif imaging 12.0, MC4R barr agon -0.1 and TLR9-MyD88 block 5.8.
Screening N#Cc1ccc(-c2ccc3nccn3c2)cc1 returned aDG glyco act -0.1, NOD2 RIPK2 PPI 6.0, N-glyco inh 0.8, Exocytosis inh 3.9, ABHD5 PLIN5 PPI 0.0, ABCB6 inh MLPCN 103.0, MC4R antag cAMP -1.7 and MC4R barr agon -0.9.
Screening COc1cc(/C=N/NC(=O)C(=O)/C=C2\NC3(CCCC3)Cc3ccccc32)ccc1O returned aDG glyco act -0.4, NOD2 RIPK2 PPI -8.6, N-glyco inh 2.5, Exocytosis inh 23.6, ABHD5 PLIN5 PPI 5.6, ABCB6 inh MLPCN 100.0, MC4R antag cAMP 18.0, Vif imaging -0.7, MC4R barr agon -0.6 and TLR9-MyD88 block -1.0.
For O=C(COC(=O)C1CCC1)NCc1ccccc1 the results were aDG glyco act -0.1, NOD2 RIPK2 PPI -9.1, N-glyco inh -0.1, Exocytosis inh -3.5, ABHD5 PLIN5 PPI 1.4, ABCB6 inh MLPCN 97.0, MC4R antag cAMP 14.0, Vif imaging -3.9, MC4R barr agon -3.3 and TLR9-MyD88 block -2.9.
For COc1cccc(C(O)c2nc(-c3ccccc3OC)cs2)c1 (configuration not stated) the results were aDG glyco act -0.3, NOD2 RIPK2 PPI -15.4, N-glyco inh -0.2, Exocytosis inh 7.5, ABHD5 PLIN5 PPI -6.2, ABCB6 inh MLPCN 103.0, MC4R antag cAMP -4.5, Vif imaging 1.8 and MC4R barr agon 0.3.
Screening Cc1cc(C)n(CC(=O)N2CCCC(N3CCN(Cc4ccc5c(c4)OCO5)CC3)C2)n1 (configuration not stated) returned aDG glyco act 0.1, NOD2 RIPK2 PPI -1.1, N-glyco inh -0.3, Exocytosis inh 4.5, ABHD5 PLIN5 PPI -1.7, ABCB6 inh MLPCN 100.0, MC4R antag cAMP 4.0, Vif imaging 0.7, MC4R barr agon -4.1 and TLR9-MyD88 block -13.6.
Screening CC1(C(=O)Nc2cccc(S(=O)(=O)N3CCOCC3)c2)Cc2ccccc2C(=O)O1 (configuration not stated) returned aDG glyco act -0.2, NOD2 RIPK2 PPI 6.8, N-glyco inh -2.0, Exocytosis inh 0.6, ABHD5 PLIN5 PPI 0.8, ABCB6 inh MLPCN 101.0, MC4R antag cAMP 1.6, Vif imaging 3.8, MC4R barr agon 3.6 and TLR9-MyD88 block 6.3.
Cc1c(C(=O)N(C)C(C)c2ccncn2)oc2c(F)cccc12 (configuration not stated) was read as aDG glyco act 0.2, NOD2 RIPK2 PPI -3.3, N-glyco inh -0.4, Exocytosis inh -2.1, ABHD5 PLIN5 PPI 18.8, ABCB6 inh MLPCN 101.0, MC4R antag cAMP -4.4, Vif imaging -2.5, MC4R barr agon -0.8 and TLR9-MyD88 block 1.0.
Screening COc1ccc(C(=O)NC(=S)NCc2cccnc2)cc1OC returned aDG glyco act 0.0, NOD2 RIPK2 PPI -11.4, N-glyco inh 1.7, Exocytosis inh 2.7, ABHD5 PLIN5 PPI 4.3, ABCB6 inh MLPCN 99.0, MC4R antag cAMP 7.0, MC4R barr agon -2.7 and TLR9-MyD88 block -7.5.
For O=C(CSc1nnnn1C1CCCC1)c1ccc2c(c1)OCCO2 the results were aDG glyco act 0.3, NOD2 RIPK2 PPI -4.4, N-glyco inh -10.7, Exocytosis inh -1.9, ABHD5 PLIN5 PPI -3.8, ABCB6 inh MLPCN 99.0, MC4R antag cAMP 11.8, Vif imaging 1.7, MC4R barr agon 0.8 and TLR9-MyD88 block 8.9.
`COc1cc(C)c(S(=O)(=O)NCc2cccnc2)cc1C` gave aDG glyco act -0.1, NOD2 RIPK2 PPI -6.4, N-glyco inh -0.2, Exocytosis inh -6.7, ABHD5 PLIN5 PPI 6.0, ABCB6 inh MLPCN 100.0, MC4R antag cAMP 1.0, Vif imaging 3.6, MC4R barr agon -1.2 and TLR9-MyD88 block -3.6.
For COc1ccc(N2CC(NC(=O)Nc3ccccc3)CC2=O)cc1 (configuration not stated) the results were aDG glyco act -0.2, NOD2 RIPK2 PPI -5.9, N-glyco inh 1.7, Exocytosis inh -3.6, ABHD5 PLIN5 PPI 0.3, ABCB6 inh MLPCN 104.0, MC4R antag cAMP 11.3, Vif imaging -7.9, MC4R barr agon 1.1 and TLR9-MyD88 block -2.8.
Screening NNC(=O)c1ccc(COc2ccc(Br)cc2)o1 returned aDG glyco act 0.0, NOD2 RIPK2 PPI -0.1, N-glyco inh -2.3, Exocytosis inh 28.4, ABHD5 PLIN5 PPI 0.4, ABCB6 inh MLPCN 94.0, MC4R antag cAMP 1.2, Vif imaging -5.4, MC4R barr agon 0.9 and TLR9-MyD88 block -3.2.
For COc1ccc(CCNc2ccc(S(=O)(=O)N3CCN(C)CC3)cc2[N+](=O)[O-])cc1 the results were aDG glyco act -0.2, NOD2 RIPK2 PPI -0.9, N-glyco inh -0.2, Exocytosis inh -0.3, ABHD5 PLIN5 PPI 10.5, ABCB6 inh MLPCN 94.0, MC4R antag cAMP -1.9, Vif imaging -1.4, MC4R barr agon 0.3 and TLR9-MyD88 block -0.2.
Screening CC1=C(C(=O)NCCc2ccc(C)cc2)C2(CCC(C)CC2)OC1=O (configuration not stated) returned aDG glyco act 0.0, NOD2 RIPK2 PPI 8.3, N-glyco inh -1.6, Exocytosis inh -5.9, ABHD5 PLIN5 PPI -0.4, ABCB6 inh MLPCN 93.0, MC4R antag cAMP -3.3, Vif imaging -3.4, MC4R barr agon 1.8 and TLR9-MyD88 block -7.6.
Screening CC(C)c1nnc(NC(=O)C2CCCN2C(=O)Nc2ccccc2[N+](=O)[O-])s1 (configuration not stated) returned aDG glyco act -0.3, NOD2 RIPK2 PPI -17.7, N-glyco inh 0.9, Exocytosis inh -0.6, ABHD5 PLIN5 PPI -0.4, ABCB6 inh MLPCN 99.0, MC4R antag cAMP 4.2, Vif imaging -0.2, MC4R barr agon -1.9 and TLR9-MyD88 block -7.7.
For COc1ccc(S(=O)(=O)N2CCCCCC2)cc1C(=O)N1CCCCC1 the results were aDG glyco act 0.1, NOD2 RIPK2 PPI -13.4, Exocytosis inh 0.3, ABHD5 PLIN5 PPI -6.2, ABCB6 inh MLPCN 101.0, MC4R antag cAMP 1.1, MC4R barr agon 3.4 and TLR9-MyD88 block -9.6.
For CC1=C(C(=O)N(C)C)CC(CC(=O)NCc2cccs2)C(=O)N1Cc1ccc(F)cc1 (configuration not stated) the results were aDG glyco act -0.3, NOD2 RIPK2 PPI -9.1, N-glyco inh 6.5, Exocytosis inh -1.8, ABHD5 PLIN5 PPI 3.8, ABCB6 inh MLPCN 101.0 and Vif imaging 15.7.
For C=CCN1CCN(C(=O)c2c(-c3ccccc3)noc2C)CC1 the results were aDG glyco act -0.3, NOD2 RIPK2 PPI -9.3, N-glyco inh -0.3, Exocytosis inh -0.9, ABHD5 PLIN5 PPI 2.7, ABCB6 inh MLPCN 100.0, MC4R antag cAMP 2.0, Vif imaging -5.6, MC4R barr agon -2.9 and TLR9-MyD88 block -0.7.
`C=CCc1cccc(CNn2cnnc2)c1O` gave aDG glyco act -0.1, NOD2 RIPK2 PPI 8.1, N-glyco inh -0.2, Exocytosis inh -5.9, ABHD5 PLIN5 PPI -0.2, ABCB6 inh MLPCN 90.0, MC4R antag cAMP 0.9, Vif imaging 5.5, MC4R barr agon 0.6 and TLR9-MyD88 block 6.1.

Bioassay records as filed in PubChem BioAssay.
